Screening results: PubChem, several laboratories
PABP1 MLLE inh: blocks PAM2 peptide binding to the PABP1 MLLE domain. 360,000 tested, 0.36% active. inhibition, % at 20 µM. P11940. GST-MLLE / FITC-PAM2 fluorescence polarization; in the data active = inhibition above about 35%, passing the limit was not always enough;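 also: plate controls were DMSO wells with GST-MLLE for no effect and wells lacking GST-MLLE protein for full effect; some results filed as inactive read as strong as hits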
Rin1-Abl PPI inh: human Rin1-Abl interaction inhibition. P00519+Q13671. TR-FRET Rin1/Abl binding, biochemical. inhibition, % at 7.35 µM. 360,000 tested, 0.4% active; in the data active = inhibition above about 5%, passing the limit was not always enough
E coli Lon inh: inhibitors of E. coli Lon protease | P0A9M0 | AID 602123 | purified E. coli Lon protease, fluorescence polarization | inhibition, % at 7.94 µM | 360,000 tested, 0.42% active; in the data active = inhibition above about 13%, passing the limit was not always enough;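 also: 0% = enzyme with probe and DMSO and 100% = no enzyme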
Target sequence (P0A9M0 whole entry, looked up): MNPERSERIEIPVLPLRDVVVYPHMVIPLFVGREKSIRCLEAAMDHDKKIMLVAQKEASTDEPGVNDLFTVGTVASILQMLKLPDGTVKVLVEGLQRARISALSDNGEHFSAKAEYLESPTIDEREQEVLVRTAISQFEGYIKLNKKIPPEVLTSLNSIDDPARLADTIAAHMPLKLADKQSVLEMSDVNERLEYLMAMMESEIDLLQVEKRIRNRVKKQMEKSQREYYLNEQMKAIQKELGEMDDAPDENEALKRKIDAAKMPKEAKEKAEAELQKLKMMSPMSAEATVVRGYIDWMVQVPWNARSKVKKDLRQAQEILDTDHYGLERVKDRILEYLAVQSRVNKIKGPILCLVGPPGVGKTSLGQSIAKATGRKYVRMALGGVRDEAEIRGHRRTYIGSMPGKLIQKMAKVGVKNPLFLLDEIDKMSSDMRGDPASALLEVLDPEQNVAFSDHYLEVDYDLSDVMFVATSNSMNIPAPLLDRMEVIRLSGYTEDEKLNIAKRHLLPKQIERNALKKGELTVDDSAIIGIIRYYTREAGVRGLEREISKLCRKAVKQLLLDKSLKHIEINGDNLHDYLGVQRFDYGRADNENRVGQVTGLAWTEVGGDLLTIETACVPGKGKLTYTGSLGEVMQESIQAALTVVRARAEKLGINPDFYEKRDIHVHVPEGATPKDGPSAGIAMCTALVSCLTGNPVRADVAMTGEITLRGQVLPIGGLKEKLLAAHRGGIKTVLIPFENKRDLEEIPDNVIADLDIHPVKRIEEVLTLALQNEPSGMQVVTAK
MT1-MMP act inh: blocks activation of human MT1-MMP; P50281; HT1080 RFP-PRO-GFP cells, GFP/RFP ratio fluorescence, overnight; percent of plate control window, DMSO zero; GFP/RFP ratio change, % at 20 µM; 360,000 tested, 0.061% active; AID 651647;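 active = GFP/RFP ratio change of at least 30% with cell ATP level not reduced by more than half and red fluorescence within 50% of control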; also: strong numbers were not always called active
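Assay system – RFP-PRO-GFP reporter HT1080 cells · Compound dosing – single dose of 20 µM compound, 1% DMSO final · Incubation – overnight compound exposure at 37 °C · Measure – GFP/RFP fluorescence ratio · Benchmarks – DMSO wells and RFP-L50D-GFP cells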
CSN deneddyl inh: CSN deneddylation inhibition | Purified CSN, SCF-Nedd8-OG deneddylation, fluorescence polarization | Q92905 | inhibition, % at 12.5 µM | 360,000 tested, 0.38% active;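 active = pattern-corrected inhibition above about 35%, with an unprinted fluorescence ratio check between 0.5 and 1.5, limit read from the data, passing the limit was not always enough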;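 also: 0% = enzyme with substrate and 100% = substrate without enzyme; some results filed as inactive read as strong as hits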
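Assay system: purified human Csn5 enzyme expressed in HEK293T cells; Input: 0.24 nM Csn5 enzyme, final concentration; Reagent: 10 nM SCFSkp2-Nedd8OG; Compound dosing: 12.5 µM single point; Times: reaction 90 min, room temperature; Technique: fluorescence polarization readout.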
MsrA act: bovine methionine sulfoxide reductase A activation; purified bovine MsrA, absorbance read-out; activation, % at 10.6 µM; 360,000 tested, 0.3% active; AID 602163; in the data active = activation above about 7.5%;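 also: 0% = vehicle and 100% = reference activator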
MsrA inhibitor: inhibitors of bovine MsrA; 360,000 tested, 0.75% active; inhibition, % at 15.5 µM; purified bovine MsrA, absorbance read-out; in the data active = inhibition above about 4.5%;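 also: 0% = vehicle wells with enzyme and 100% = reference inhibitor wells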
FAS-TE inh: blocks the thioesterase domain of human fatty acid synthase; 360,000 tested, 0.67% active; recombinant FAS-TE, OMFH fluorogenic substrate, fluorescence endpoint; P49327; inhibition, % at 15 µM;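 active = compounds whose normalised, plate-corrected inhibition of enzyme fluorescence in the single-dose primary screen is 50% or more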;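 also: 0% = DMSO with enzyme and 100% = substrate without enzyme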
Rpn11 inh: blocks the human proteasome subunit Rpn11. O00487. human 26S proteasome, Ub4-pepOG fluorescence polarization; 20S core pre-blocked with epoxomicin. calls only at 20 µM. 360,000 tested, 0.59% active;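 active = inhibition at 20 µM, scaled to each plate's controls, above about 33%, limit read from the data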
Target sequence (O00487 whole entry, looked up): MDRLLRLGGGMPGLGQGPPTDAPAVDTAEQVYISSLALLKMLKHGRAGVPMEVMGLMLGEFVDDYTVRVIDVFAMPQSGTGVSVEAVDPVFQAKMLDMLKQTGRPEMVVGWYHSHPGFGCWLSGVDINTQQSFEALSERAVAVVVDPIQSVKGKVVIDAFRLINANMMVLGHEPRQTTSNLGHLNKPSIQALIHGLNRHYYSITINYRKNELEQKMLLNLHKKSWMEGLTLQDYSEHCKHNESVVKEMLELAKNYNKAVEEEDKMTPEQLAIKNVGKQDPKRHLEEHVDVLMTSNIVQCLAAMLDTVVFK
An asterisk follows results filed as active; i = inactive; . = not tested or not shown. No enrichment for hits; about 3.7% have a hit in one of these screens.

SMILES | PABP1 MLLE inh | Rin1-Abl PPI inh | E coli Lon inh | MT1-MMP act inh | CSN deneddyl inh | MsrA act | MsrA inhibitor | FAS-TE inh | Rpn11 inh
Cc1cc(-n2c(C)cc(C(=O)CSc3ncnc4ccccc34)c2C)no1 | 9.5 | 1.8 | 5.3 | 1.7 | 1.3 | -12.8 | 0.6 | 3.1 | i
COc1cc(NC(=O)N[C@H](C(=O)O)C(C)C)cc(OC)c1 | -3.0 | 2.5 | -5.5 | -2.6 | -0.9 | -1.1 | -0.7 | -12.0 | i
CCOc1ccc(CC(=NCCO)C2=C(O)CC(C)(C)CC2=O)cc1OCC | -7.9 | -2.1 | -10.2 | -2.4 | -3.6 | -5.2 | -0.1 | -7.4 | i
O=[N+]([O-])c1ccc(Nc2ccc3ccccc3c2)nc1 | -9.7 | -4.2 | -7.6 | 6.5 | 0.4 | -5.2 | -0.2 | 22.4 | i
CN1C(=O)/C(=C/c2ccc(O)c([N+](=O)[O-])c2)N(C)C1=S | 1.6 | 0.8 | -0.2 | 19.4 | 6.7 | -3.2 | 0.3 | 16.5 | i
N#Cc1ccc(NC(=O)c2sc3cc(C(F)(F)F)cnc3c2-c2cccs2)cc1 | 4.9 | 2.7 | -7.9 | -3.6 | -1.0 | -10.3 | 2.5 | 15.3 | i
N#Cc1c(NC(=O)c2ccccc2)sc2c1CCCCC2 | 6.6 | 0.4 | -10.3 | 4.3 | 2.3 | -11.6 | 0.1 | 8.7 | i
CCOC(=O)Cc1cc(=O)n2[nH]c(C)c(-c3ccc(Cl)cc3)c2n1 | -4.0 | -1.1 | 0.0 | 25.5 | 5.5 | -2.7 | 0.0 | 5.9 | i
CCC1CCCCN1C(=O)CSc1nnc(CNC(=O)COc2ccc(Cl)cc2)o1 (stereo not given) | -6.0 | -1.8 | -4.7 | -2.9 | 0.9 | -6.2 | 0.8 | -8.0 | i
Cc1ccc2nc(CSc3nnc(-c4ccncc4)n3C)cc(=O)n2c1 | 1.5 | -5.7 | 5.7 | -5.9 | -8.8 | -4.6 | 2.1 | -5.1 | i
COc1cc2c(cc1OC)C(O)=CC(=O)C2=O | -1.8 | -9.6 | -8.2 | 11.7 | -4.0 | -3.5 | -0.5 | -6.8 | i
COc1ccc(NC(=O)CCSc2ccc(C)cc2)cc1 | 12.1 | -2.1 | 5.7 | -0.8 | -13.9 | -5.4 | -0.7 | 4.7 | i
CC1=C(C(=O)Nc2ccccc2C)C2(CCCC2)C(C(N)=O)C(=O)N1 (stereo not given) | -7.5 | -1.1 | -6.9 | -7.9 | -3.1 | -3.0 | -0.1 | -6.2 | i
Brc1c(CSc2nc3ccccc3s2)nc2ncccn12 | 20.9 | -8.1 | 1.6 | -1.7 | 3.6 | -1.4 | 1.7 | 10.4 | i
CC(C)C(OC(=O)CN1C(=O)COc2ccccc21)C(=O)NC1CCCC1 (stereo not given) | -5.0 | -2.4 | -0.1 | -3.2 | -0.1 | -10.7 | 1.9 | -4.3 | i
O=C(CSc1nc2[nH]c(=O)cc(O)c2s1)Nc1ccc(Cl)c(C(F)(F)F)c1 | -11.7 | 1.2 | -19.6 | -6.1 | 4.2 | -2.5 | 1.3 | -3.5 | i
COCC(=O)Nc1cc(OC)c(Cl)cc1OC | 20.1 | 4.2 | -1.2 | -2.2 | -1.9 | -3.1 | 1.0 | -7.7 | i
Cc1ccc(C(c2sc3nc(C)nn3c2O)N2CCOCC2)cc1 (stereo not given) | -3.7 | 1.6 | -4.4 | 0.5 | -0.1 | -1.5 | 0.5 | -1.3 | i
CCC(=O)NC(NC(=S)Nc1cccc2cccnc12)C(Cl)(Cl)Cl (stereo not given) | 34.2 | -0.7 | -17.9 | 1.5 | -9.1 | -8.3 | 1.4 | -1.0 | i
CC1=C(c2ccc(Cl)cc2)[N+](=O)C(C)(C)N1[O-] | -53.1 | -2.4 | 0.9 | -0.5 | -0.7 | -0.4 | 2.9 | -5.1 | i
O=C(CSc1nnc(NC(=O)C2CC(=O)N(c3ccccc3)C2)s1)NCc1ccco1 (stereo not given) | -3.8 | 1.9 | 2.2 | -1.3 | 0.8 | -7.5 | 0.3 | -1.1 | i
Cc1cc(Cl)c(OCCCSc2nc(C)cc(=O)[nH]2)c(Br)c1 | 8.8 | -2.9 | -4.9 | 3.0 | -1.9 | -8.6 | -1.0 | -5.4 | i
CCc1ccc(NC(=O)CN(c2ccc(OC)cc2)S(=O)(=O)c2c(C)[nH]c(=O)[nH]c2=O)cc1 | 0.4 | 0.1 | -6.4 | -1.4 | -2.0 | -5.3 | 1.1 | -8.2 | i
CN(CC(=O)Nc1ccc(Cl)c(C(F)(F)F)c1)C(=O)CNC(=O)C1CCCCC1 | -7.6 | -1.5 | -4.9 | -0.6 | -1.7 | -10.7 | 1.2 | 6.3 | i
COC(=O)Cc1c[nH]c2cccc(OCC(O)CN(Cc3ccccc3)C(C)C)c12 (stereo not given) | -13.5 | 0.7 | 4.5 | 5.4 | 2.5 | 1.5 | 0.7 | -1.4 | i
COc1ccc(-c2cnc3c(NC(C)=O)cc(-c4ccc(C(=O)N5CCOCC5)cc4)cn23)cc1OC | -13.1 | -2.9 | -4.4 | 0.7 | 1.1 | -1.9 | -0.1 | -1.9 | i
CCCCNc1c(-c2cccc(-c3ccc(OC)cc3)c2)nc2ccc(C)cn12 | -12.8 | 3.6 | -10.9 | 2.0 | 2.0 | -1.4 | 0.4 | 33.6 | i
COC(CNC(=O)C1CCN(S(=O)(=O)c2cccc3nsnc23)CC1)OC | -2.7 | -3.7 | -2.5 | 3.9 | 1.6 | -0.9 | 1.2 | -4.5 | i
O=C(CSc1nnc(NC(=O)c2ccc(F)cc2)s1)NC1CCCC1 | -9.6 | 1.3 | 6.3 | 3.0 | -7.2 | -3.1 | -0.4 | -7.0 | i
O=C(CSc1nc2cc([N+](=O)[O-])ccc2n1-c1ccccc1)NCc1ccc2c(c1)OCO2 | -78.3 | -2.4 | 0.8 | 7.6 | -19.3 | -4.8 | -0.1 | 51.7* | i

Full records, looked up by structure. Screens in order: PABP1 MLLE inh | Rin1-Abl PPI inh | E coli Lon inh | MT1-MMP act inh | CSN deneddyl inh | MsrA act | MsrA inhibitor | FAS-TE inh | Rpn11 inh
Cc1cc(-n2c(C)cc(C(=O)CSc3ncnc4ccccc34)c2C)no1 is entered as 9.5 | 1.8 | 5.3 | 1.7 | 1.3 | -12.8 | 0.6 | 3.1 | i
N#Cc1c(NC(=O)c2ccccc2)sc2c1CCCCC2 is entered as 6.6 | 0.4 | -10.3 | 4.3 | 2.3 | -11.6 | 0.1 | 8.7 | i
Cc1cc(Cl)c(OCCCSc2nc(C)cc(=O)[nH]2)c(Br)c1 is entered as 8.8 | -2.9 | -4.9 | 3.0 | -1.9 | -8.6 | -1.0 | -5.4 | i
COc1cc2c(cc1OC)C(O)=CC(=O)C2=O is entered as -1.8 | -9.6 | -8.2 | 11.7 | -4.0 | -3.5 | -0.5 | -6.8 | i

(listing goes on)
SMILES | PABP1 MLLE inh | Rin1-Abl PPI inh | E coli Lon inh | MT1-MMP act inh | CSN deneddyl inh | MsrA act | MsrA inhibitor | FAS-TE inh | Rpn11 inh
CCCCCSc1nc2c(c(=O)[nH]c(=O)n2C)n1C | 5.2 | -0.6 | -8.8 | 3.0 | 1.8 | -3.4 | 1.4 | -6.8 | i
CCc1ccccc1NC(=S)NNC(=O)c1ccccc1Cl | 37.7 | 1.9 | -6.7 | 0.6 | -4.6 | -6.1 | -0.2 | -4.8 | i
CC(C)Cn1cnc2c(N)nc3ccccc3c21 | 8.4 | 4.3 | -7.2 | 4.8 | -3.1 | -3.3 | -1.1 | 0.4 | i
Cc1ccc(OCC(=O)N/N=C/C=C/c2ccco2)cc1C | -8.9 | -4.6 | -0.2 | 1.3 | 13.4 | -6.4 | 1.8 | 0.8 | i
COc1ccccc1CNC(=O)C(CCSC)NC(=O)c1cccc(S(=O)(=O)N2CCOCC2)c1 (stereo not given) | 12.9 | 5.7 | -8.1 | 0.4 | -3.7 | -0.2 | 1.0 | -6.2 | i
CN1CCN(CCCCOc2ccccc2-c2ccccc2)CC1 | -2.5 | 4.8 | -4.5 | -0.8 | -5.1 | -5.0 | -0.8 | -15.1 | i
Cc1ccccc1N1C(=O)c2ccccc2N2C(=O)c3ccccc3C12 (stereo not given) | -4.8 | -1.2 | 13.9 | -4.0 | 3.0 | -2.7 | 0.5 | -6.9 | i
O=C(CSc1ncccc1C(=O)O)Nc1ccc2c(c1)OCCO2 | -7.1 | -2.3 | 4.4 | -1.9 | -3.0 | -1.8 | -0.9 | -6.5 | i
C=CCOc1ccccc1/C=C/C(=O)O | 10.0 | -1.3 | 7.3 | 8.6 | -2.1 | -0.9 | 0.1 | -4.3 | i
O=c1[nH]c(=S)[nH]cc1S(=O)(=O)c1cccc(Cl)c1 | 35.1 | 0.6 | 3.2 | -2.7 | -0.1 | 2.9 | 5.8* | 0.9 | i
CC(=O)Nc1cc(-c2ccc(C(=O)NC3CC3)cc2)cn2c(-c3cccc(C(C)=O)c3)cnc12 | -8.2 | -1.6 | -8.0 | 0.3 | 2.1 | -1.9 | 0.1 | 2.7 | i
CCOC(=O)c1sc(NC(=O)C(CC)Sc2nnc3c4ccccc4n(C(C)C)c3n2)nc1C (stereo not given) | 8.0 | 2.0 | 2.1 | -6.3 | 3.2 | 2.6 | -0.1 | 23.5 | i
O=C1CC(C(=O)N(CC2CCCO2)C(C(=O)NC2CCCCC2)c2ccncc2)CS1 (stereo not given) | 20.7 | 2.4 | -7.1 | 10.5 | -2.9 | -2.4 | -1.5 | -6.0 | i
CC(C)N(C(=O)COC(=O)c1cncc(Br)c1)C(C)C | 4.0 | -3.0 | 3.8 | 1.8 | -5.0 | -2.0 | -0.2 | -5.3 | i
COCCCn1c(C(C)C)nc2oc3cc(OC)ccc3c(=O)c2c1=O | -3.0 | -3.8 | -4.0 | -56.4 | -1.0 | -3.1 | 2.2 | -6.5 | i
CCCCC(CC(O)COCCC)c1n[nH]c(=S)n1-c1ccccc1 (stereo not given) | -1.5 | 3.9 | -4.7 | -0.2 | 0.0 | -0.5 | 0.8 | -1.3 | i
CCC(C)c1ccc(S(=O)(=O)N2CCN(S(=O)(=O)c3ccc(NC(C)=O)cc3)CC2)cc1 (stereo not given) | 10.4 | 1.5 | -4.8 | 2.3 | 3.1 | -2.4 | -0.9 | -5.4 | i
C#CCN1C(=O)C2(OCCO2)c2ccccc21 | -0.1 | 1.2 | -4.2 | 0.9 | -2.2 | -3.5 | 0.3 | -6.8 | i
CCc1nc2c(OCc3ccc(Cl)cc3Cl)cccn2c1N(C)C(=O)CC(C)C | 5.2 | -3.2 | 7.1 | -9.1 | -2.2 | -5.0 | 0.5 | 15.7 | i
Cc1ccc(/C=C/C(=O)Nc2cc(=O)n(C)c(=O)n2C)o1 | 19.1 | -0.5 | -5.7 | -11.1 | 1.1 | -2.8 | 1.0 | -14.2 | i
CCOC(=O)c1ccc(NC(=O)CCc2nc(-c3cccc(C)c3)no2)cc1 | 10.8 | 0.6 | -5.9 | -1.1 | 4.9 | 2.9 | -0.1 | 29.3 | i
COC(=O)[C@@]1(Cc2ccccc2)[C@H]2C(=O)N(Cc3ccccc3)C(=O)[C@H]2[C@H]2CN=C(SCc3ccc(C#N)cc3)N21 | 0.6 | -3.6 | 6.2 | 3.6 | -1.0 | -0.5 | 1.7 | 30.0 | i
O=C(O)CCC(=O)c1ccc(C2CCCCCC2)cc1 | 11.2 | 2.0 | -0.7 | 5.0 | -5.0 | 13.1* | 0.7 | -2.2 | i
COc1ccc2c(c1)O[C@H](c1ccc3c(c1)OCO3)[C@@H](O)C2=O | -3.3 | 2.3 | -1.2 | -2.3 | 2.8 | 1.9 | . | -6.5 | i
